Screening data: PubChem BioAssay, NCI
All columns: NCI-60 one-dose screen, growth in % after 48 h at 10 µM unless noted; 100 = growth as untreated, 0 = no growth, -100 = all killed.
ACHN = ACHN renal cancer. actives 4.9% (n = 81,000). AID 1794771
RXF 393 = RXF 393 renal cancer cells; actives 6.9% (n = 77,000); AID 1794773
A498 = A498 renal cancer cells; AID 1794774; actives 5.4% (n = 76,000)
SNB-75 = SNB-75 CNS cancer | actives 5% (n = 79,000) | AID 1794750
CAKI-1 = CAKI-1 renal cancer; actives 4.7% (n = 75,000); AID 1794772
SNB-19 = SNB-19 CNS cancer cells; actives 2.5% (n = 81,000); AID 1794751
SF-539 = SF-539 CNS cancer; actives 6.8% (n = 81,000)
SF-268 = SF-268 CNS cancer cells; actives 3.1% (n = 82,000); AID 1794759
An asterisk follows results filed as active; . = not tested or not shown; & = joins results of further samples. The calls were made as follows: active = growth percent below 10; inactive = the rest.

Letters: A = ACHN; B = RXF 393; C = A498; D = SNB-75; E = CAKI-1; F = SNB-19; G = SF-539; H = SF-268
> COc1cccc2cc(-c3cc4ccccc4[nH]3)/c(=N/C(=O)Nc3ccc(Cl)cc3)oc12
  A: 98; B: .; C: 96; D: 79; E: 90; F: 96; G: 90; H: 97
> O=C(O)/C=C\C(=O)Nc1cccc2ccccc12
  A: 99&90; B: 132&113; C: 115&96; D: 83&70; E: 99&89; F: 100&104; G: 110&89; H: 107&79
> COc1cc(NCC(O)CN(CC(C)C)C2CCCC2)c2ncccc2c1 (centres undefined)
  A: 80; B: .; C: 71; D: 103; E: 95; F: 101; G: 100; H: 83
> CSc1n[nH]c2nc(-c3ccc(F)cc3)[nH]c(=O)c12
  A: 107; B: .; C: 97; D: 89; E: 91; F: 99; G: 94; H: 102
> Nc1c(Cl)cc([N+](=O)[O-])cc1Br
  A: 112; B: 98; C: .; D: 108; E: 85; F: 116; G: 114; H: 97
> COc1ccc(C2C3=C(CCCC3=O)N(c3sc4c(c3C#N)CCCC4)c3nc(N)c(C#N)c(N)c32)cc1OC (centres undefined)
  A: 103; B: 97; C: 97; D: 105; E: .; F: 97; G: 91; H: 88
> O=C(Nc1ccc(F)cc1)c1cc(-c2ccc(F)cc2F)ccc1O
  A: 9.9*; B: -21*; C: -29*; D: 7.0*; E: -0.8*; F: 8.1*; G: 16; H: 15
> O=C(O)C1C2C=CC(O2)C1C(=O)Nc1ccccn1 (centres undefined)
  A: 106; B: 95; C: 94; D: 95; E: 93; F: 101; G: 95; H: 101
> CC(=O)CSc1nc(-c2ccccc2)c(-c2ccccc2)o1
  A: 102; B: 120; C: 99; D: 86; E: 102; F: 100; G: 103; H: 96
> Cc1ccc(S(=O)(=O)N(C)C(CCCOc2ccccc2)CCCOc2ccccc2)cc1
  A: 95; B: 103; C: 104; D: 98; E: .; F: 92; G: 96; H: 93
> COc1ccc(C(=O)C[n+]2cc(Br)cc(Br)c2)cc1
  A: 102; B: 108; C: 87; D: 86; E: 96; F: 106; G: 106; H: 110
> O=[N+]([O-])c1ccc(CSc2ncc(Br)c(SCc3ccc([N+](=O)[O-])cc3)n2)cc1
  A: .; B: 96; C: 88; D: 88; E: 76; F: 84; G: .; H: 82
> COC(=O)[C@H](C)NC(=O)[C@@H]1CCCN1C(=O)CNC(=O)[C@H](C)NC(=O)OCc1ccccc1
  A: 106; B: 108; C: 105; D: 88; E: 92; F: 104; G: 104; H: 115
> COc1ccc(S(=O)(=O)NCCCNc2nccc(-c3c(-c4cccc([N+](=O)[O-])c4)nc4sccn34)n2)cc1
  A: 34; B: 67; C: 46; D: .; E: 35; F: 75; G: 76; H: 49
> CCOC(=O)C/C1=C/CC/C2=C/C[C@@H]3[C@@H](CCCC3(C)C)CC[C@H]3CCCC(C)(C)[C@H]3C/C=C(/CC/C=C(/CC(=O)OCC)CC1)CC2 (tested in a mixture with another compound)
  A: 113; B: 98; C: 92; D: 75; E: 78; F: 109; G: 100; H: 141

Compound profiles, as listed above.
COc1ccc(C2C3=C(CCCC3=O)N(c3sc4c(c3C#N)CCCC4)c3nc(N)c(C#N)c(N)c32)cc1OC (centres undefined) is entered as ACHN: 103; RXF 393: 97; A498: 97; SNB-75: 105; CAKI-1: .; SNB-19: 97; SF-539: 91; SF-268: 88
Nc1c(Cl)cc([N+](=O)[O-])cc1Br is entered as ACHN: 112; RXF 393: 98; A498: .; SNB-75: 108; CAKI-1: 85; SNB-19: 116; SF-539: 114; SF-268: 97

Next part
Letters: A = ACHN; B = RXF 393; C = A498; D = SNB-75; E = CAKI-1; F = SNB-19; G = SF-539; H = SF-268
> CCOC(=O)Cc1cc(Br)c(OCc2ccccc2)c(Br)c1
  A: 92; B: 96; C: 109; D: 87; E: 77; F: 98; G: 106; H: 106
> COc1cc(-c2nc3sc4c(c3c(=O)[nH]2)CCCCCC4)cc(OC)c1OC
  A: 45; B: 0.6*; C: -12*; D: -0.7*; E: 20; F: 21; G: -5.4*; H: 27
> N#CCCN(CCC#N)Cc1cc(Cl)cc(Cl)c1O
  A: 108; B: 111; C: 84; D: 86; E: 106; F: 103; G: .; H: 97
> CCC(CO)Nc1nc2ccc(Cl)cc2c2ccccc12 (centres undefined)
  A: 74; B: 4.5*; C: -19*; D: 19; E: 41; F: 54; G: 56; H: 71
> COc1ccccc1/C=N\Nc1ccc([N+](=O)[O-])cn1
  A: 109; B: 115; C: 106; D: 110; E: 90; F: 103; G: 99; H: 105
> CCCN(CCC)CCCNC(=O)c1cc2c(-c3ccc(OC)c(OC)c3)nn(C)c2s1
  A: 25; B: -2.4*; C: -0.3*; D: 23; E: 28; F: 35; G: 11; H: 15
> COc1ccc(/C=C/C(=O)c2ccc(NC(=O)CN3C(=O)NC(C)(c4ccccc4)C3=O)cc2)cc1OC (centres undefined)
  A: 103; B: .; C: 131; D: 102; E: 94; F: 91; G: 94; H: 92
> Cc1cccc(-c2ccc3c4c(cccc24)C(=O)N(c2nc4ccccc4s2)C3=O)c1
  A: 93; B: 96; C: 122; D: 97; E: 74; F: 86; G: 102; H: 98
> CCOC(=O)c1nn(C2CCCCO2)c2ccc(NC(=O)Cc3cccc4ccccc34)cc12 (centres undefined)
  A: 87; B: 62; C: 19; D: 46; E: 87; F: 78; G: 80; H: 81
> O=C1/C(=C\c2cccn2C(=O)c2ccccc2)c2ccccc2N1c1c(Cl)cccc1Cl
  A: 79; B: 72; C: 90; D: 72; E: 88; F: 88; G: 79; H: 67
> COc1ccc(-c2coc3cc(OC(C)=O)ccc3c2=S)cc1
  A: 109; B: 118; C: 86; D: 97; E: .; F: 113; G: 100; H: 100
> O=C(c1cc2ccccc2[nH]1)N(CC(F)(F)F)C1CCC(NCc2ccccc2)CC1 (centres undefined)
  A: 80; B: 77; C: .; D: 84; E: 94; F: 91; G: 91; H: 86
> CC1C=CC(C(N)C(=O)O)O1 (centres undefined)
  A: 95; B: 102; C: 93; D: 66; E: 101; F: 99; G: 98; H: 113
> COc1ccc2c(c1)C(=O)/C(=C/c1cccnc1)CC2
  A: 89; B: 109; C: 100; D: 92; E: 91; F: 89; G: 91; H: 94
> COc1cc2ncnc(-n3ncc4cc(NC(=O)Nc5ccccc5)ccc43)c2cc1OC
  A: 17; B: -84*; C: -33*; D: -12*; E: 16; F: 45; G: 1.0*; H: 22

Quoted from above (two entries):
Letters: A = ACHN; B = RXF 393; C = A498; D = SNB-75; E = CAKI-1; F = SNB-19; G = SF-539; H = SF-268
> COc1ccc2c(c1)C(=O)/C(=C/c1cccnc1)CC2
  A: 89; B: 109; C: 100; D: 92; E: 91; F: 89; G: 91; H: 94
> COc1cc2ncnc(-n3ncc4cc(NC(=O)Nc5ccccc5)ccc43)c2cc1OC
  A: 17; B: -84*; C: -33*; D: -12*; E: 16; F: 45; G: 1.0*; H: 22

An excerpt from above in order of count of non-hydrogen atoms, smallest number first:
Letters: A = ACHN; B = RXF 393; C = A498; D = SNB-75; E = CAKI-1; F = SNB-19; G = SF-539; H = SF-268
> CC1C=CC(C(N)C(=O)O)O1 (centres undefined)
  A: 95; B: 102; C: 93; D: 66; E: 101; F: 99; G: 98; H: 113
> COc1ccccc1/C=N\Nc1ccc([N+](=O)[O-])cn1
  A: 109; B: 115; C: 106; D: 110; E: 90; F: 103; G: 99; H: 105
> O=C(c1cc2ccccc2[nH]1)N(CC(F)(F)F)C1CCC(NCc2ccccc2)CC1 (centres undefined)
  A: 80; B: 77; C: .; D: 84; E: 94; F: 91; G: 91; H: 86

Next records follow:
Letters: A = ACHN; B = RXF 393; C = A498; D = SNB-75; E = CAKI-1; F = SNB-19; G = SF-539; H = SF-268
> CC(C)(C)OC(=O)NCC(=O)NCC(=O)NCC(=O)OCc1ccccc1
  A: 95; B: 114; C: 101; D: 90; E: 95; F: 102; G: 94; H: 105
> CO[C@H]1NC(=O)N(S(=O)(=O)c2ccc3ccccc3c2)[C@@H]1OC
  A: 105; B: 105; C: 143; D: 97; E: 93; F: 108; G: 105; H: 108
> S=c1nc2[nH]c3ccc(Cl)cc3c2n[nH]1
  A: 104; B: 97; C: 55; D: 104; E: 78; F: 102; G: 104; H: 101
> C=CCn1c(SCC(=O)Nc2ccc(/C(C)=N\O)cc2)nnc1-c1cc(-c2ccc(OC)cc2)nc2ccccc12
  A: 29; B: 42; C: 39; D: 57; E: .; F: 45; G: 20; H: 51
> NC(=O)C1(C(=O)O)OC1(c1ccc(Cl)cc1)c1ccccc1Cl (centres undefined)
  A: 110; B: 112; C: 137; D: 81; E: 104; F: 99; G: 117; H: 117
> Cn1c(=S)[nH]c2c(Cl)cc(Cl)cc2c1=O
  A: 101; B: 108; C: 87; D: 95; E: 102; F: 103; G: 112; H: 102
> COc1ccc(C2CC(c3cc(OC)c(OC)c(OC)c3)=NN2c2ccc(S(N)(=O)=O)cc2)cc1 (centres undefined)
  A: 76; B: 79; C: 44; D: 33; E: 67; F: 74; G: 78; H: 73
> C[C@]12CC[C@@H]3c4ccc(OS(=O)(=O)O)cc4CC[C@H]3[C@@H]1CC[C@@H]2NS(=O)(=O)c1ccc(-c2ccccc2)cc1
  A: 48; B: 53; C: 85; D: 76; E: 66; F: 90; G: 90; H: 70
> C=C(C)[C@@H]1CC=C2c3sc(-c4ccc(C(F)(F)F)cc4)nc3C[C@@H](C)[C@]2(C)C1
  A: 86; B: 117; C: 93; D: 81; E: 76; F: 97; G: 94; H: 100
> S=C(Cc1ccccc1)N1CCOCC1
  A: 109; B: 106; C: 130; D: 105; E: 103; F: 111; G: 105; H: 111
> CC(=O)c1ccc2c(c1)Cc1ccccc1-2
  A: 103; B: 108; C: 66; D: 85; E: 109; F: 94; G: 103; H: 97
> Cc1ccc(-c2nc(N3CCCNCC3)c3oc(-c4ccc(C)cc4)nc3n2)cc1
  A: -77*; B: 81; C: 101; D: 98; E: 108; F: 58; G: 74; H: 90
> CCOC(=O)c1sc(/N=C2\NC(=O)/C(=C/c3ccc(Cl)cc3)S2)nc1C
  A: 97; B: 96; C: 73; D: 89; E: .; F: 94; G: 88; H: 93
> COc1cc2c(c(OC)c1OC)CCC(c1cccc(C(=O)Nc3ccc(C#N)cc3)c1)O2 (centres undefined)
  A: 40; B: 79; C: 51; D: 57; E: 43; F: 59; G: 69; H: 80
> N#CCCC(Cl)(Cl)Cl
  A: 98; B: 109; C: 111; D: 81; E: 101; F: 110; G: 93; H: 93

Individual results from the entries so far.
CCOC(=O)C/C1=C/CC/C2=C/C[C@@H]3[C@@H](CCCC3(C)C)CC[C@H]3CCCC(C)(C)[C@H]3C/C=C(/CC/C=C(/CC(=O)OCC)CC1)CC2 (tested in a mixture with another compound) – ACHN = 113
O=C(O)/C=C\C(=O)Nc1cccc2ccccc12 – A498 = 115&96

New compounds follow
Letters: A = ACHN; B = RXF 393; C = A498; D = SNB-75; E = CAKI-1; F = SNB-19; G = SF-539; H = SF-268
> COc1cnc2c(c1)C(=O)c1c-2n(CCCn2ccnc2)c(=O)c2cc(Cl)ccc12
  A: -3.6*; B: -34*; C: -41*; D: 19; E: 12; F: 20; G: -12*; H: 22
> COC(=O)[C@H](C)NC(=O)NC(=O)NC(=O)CI
  A: 77; B: 59; C: 128; D: 112; E: -61*; F: 108; G: 95; H: 83
> O=C(CBr)OC1CCCCC1C1CCCCC1 (centres undefined)
  A: 101; B: 93; C: 61; D: 90; E: 106; F: 103; G: 111; H: 99
> COc1ccc2c(c1)CCC(c1nc3cccc([N+](=O)[O-])c3[nH]c1=O)=C2O
  A: 101; B: 87; C: 144; D: 102; E: 83; F: 104; G: 98; H: 115
> Cc1nc(C)c(CSC2N=C(c3ccc(F)cc3)c3cnn(-c4ccccc4)c3N2)nc1C (centres undefined)
  A: 91; B: 105; C: 86; D: 68; E: 72; F: 90; G: 98; H: 89
> N#CC(=Nc1cccc(F)c1)C1=C(O)c2ccccc2C1=O
  A: 87; B: 89; C: 79; D: 54; E: 47; F: 90; G: 96; H: 97
> O=C(CSc1nnc(COc2cnc3ccccc3n2)o1)Nc1ccc(Cl)cc1
  A: 86; B: 114; C: 96; D: 97; E: 77; F: 103; G: 94; H: 94
> Cc1ncc(CSSCc2cnc(C)c(O)c2CO)c(CO)c1O
  A: 96; B: 91; C: 97; D: 85; E: 94; F: 107; G: 94; H: 106
> Nc1nc(N)c(N=Nc2ccc(SCC(=O)O)cc2)c(=O)[nH]1
  A: 104; B: 107; C: 97; D: 90; E: 90; F: 99; G: 101; H: 116
> CCC(C)(C)c1ccc(NS(=O)(=O)c2ccc(N)cc2)cc1
  A: 96; B: 92; C: 102; D: 94; E: 89; F: 95; G: 90; H: 96
> O=C1C(C2SC(=S)N(Cc3ccccc3)C2=O)SC(=S)N1Cc1ccccc1 (centres undefined)
  A: 94; B: 103; C: 108; D: 71; E: 89; F: 92; G: 92; H: 95
> Cc1ccc2nc(-c3c(C)nn(-c4ccccc4)c3N3CCCCC3)[nH]c2c1
  A: 85; B: 97; C: 61; D: 90; E: 67; F: 95; G: 96; H: 94
> O=C1OC(c2ccccc2)N/C1=C\c1ccc2c(c1)OCO2 (centres undefined)
  A: 100; B: 101; C: 84; D: 92; E: 98; F: 104; G: 106; H: 100
> Cc1ncc(C(=O)Nc2ccc(CN3CCN(C)CC3)c(C(F)(F)F)c2)cc1C#Cc1c(N)ncc2ccc(C#N)cc12
  A: 12; B: -45*; C: 6.6*; D: 56; E: 16; F: 77; G: 48; H: 42
